# High-throughput results: PubChem, several laboratories
# E coli Lon inh – inhibitors of E. coli Lon protease, primary screen, biochemical, fluorescence polarization. P0A9M0. purified E. coli Lon protease. inhibition, % at 7.94 µM. 360,000 compounds, 0.42% hits; in the data active means inhibition above about 13%, passing the limit was not always enough;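 further: 0% = enzyme with probe and DMSO and 100% = no enzyme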
# PABP1 MLLE inh – inhibitors of PABP1 MLLE–PAM2 peptide binding, primary screen, biochemical, fluorescence polarization, FITC-PAM2, GST-MLLE | inhibition, % at 20 µM | 360,000 compounds, 0.36% hits | AID 588489, 2011; in the data active means inhibition above about 35%, passing the limit was not always enough;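 further: plate controls were DMSO wells with GST-MLLE for no effect and wells lacking GST-MLLE protein for full effect; some results filed as inactive read as strong as hits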
# Target sequence (P11940 whole entry, looked up): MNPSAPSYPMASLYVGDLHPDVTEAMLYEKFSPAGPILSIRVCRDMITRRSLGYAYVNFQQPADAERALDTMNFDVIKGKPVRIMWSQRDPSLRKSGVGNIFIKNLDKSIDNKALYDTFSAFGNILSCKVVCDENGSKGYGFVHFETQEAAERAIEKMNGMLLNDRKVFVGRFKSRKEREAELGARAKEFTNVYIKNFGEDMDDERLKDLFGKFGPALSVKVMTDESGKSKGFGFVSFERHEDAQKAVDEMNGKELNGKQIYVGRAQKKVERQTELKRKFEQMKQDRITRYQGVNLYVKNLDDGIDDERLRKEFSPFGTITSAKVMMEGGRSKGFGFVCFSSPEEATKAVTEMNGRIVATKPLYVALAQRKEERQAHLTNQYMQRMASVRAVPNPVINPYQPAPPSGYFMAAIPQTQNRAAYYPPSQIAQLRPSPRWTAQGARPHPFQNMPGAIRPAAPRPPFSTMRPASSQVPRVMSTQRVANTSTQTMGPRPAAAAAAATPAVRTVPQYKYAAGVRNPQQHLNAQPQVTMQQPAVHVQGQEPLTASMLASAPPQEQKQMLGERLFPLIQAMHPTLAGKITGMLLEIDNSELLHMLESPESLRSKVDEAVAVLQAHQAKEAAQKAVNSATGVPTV
# FAS-TE inh – FAS thioesterase domain inhibitors, primary screen, biochemical, fluorescence intensity, uHTS | 360,000 compounds, 0.67% hits | Fatty acid synthase (Homo sapiens), P49327 | inhibition, % at 15 µM | recombinant FAS-TE, OMFH fluorogenic substrate, fluorescence endpoint;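 active means compounds whose normalised, plate-corrected inhibition of enzyme fluorescence in the single-dose primary screen is 50% or more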;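 further: 0% = DMSO with enzyme and 100% = substrate without enzyme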
# bovine MsrA act – bovine MsrA enzyme activators, primary screen, biochemical, absorbance, HTS | activation, % at 10.6 µM | purified bovine MsrA, absorbance read-out | 360,000 compounds, 0.3% hits | AID 602163, 2012 | Methionine sulfoxide reductase A (Bos taurus); in the data active means activation above about 7.5%;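 further: 0% = vehicle and 100% = reference activator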
# MT1-MMP act inh – blockers of MT1-MMP proenzyme processing, primary screen, HT1080 RFP-PRO-GFP cells, GFP/RFP fluorescence | GFP/RFP ratio fluorescence, overnight; percent of plate control window, DMSO zero | GFP/RFP ratio change, % at 20 µM | 360,000 compounds, 0.061% hits | AID 651647, 2012;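 active means GFP/RFP ratio change of at least 30% with cell ATP level not reduced by more than half and red fluorescence within 50% of control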; further: strong numbers were not always called active
#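 Read-out: GFP/RFP fluorescence ratio; Test system: RFP-PRO-GFP reporter HT1080 cells; Compound dosing: single-point 20 µM compound, 1% DMSO; Times: overnight compound exposure at 37 °C.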
# Tb MetRS inh – T. brucei MetRS inhibitors, primary screen, biochemical, luminescence. methionyl-tRNA synthetase (Trypanosoma brucei brucei). 360,000 compounds, 0.4% hits. purified T. brucei MetRS, ATP depletion, Kinase-Glo luminescence. inhibition, % at 11.9 µM;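 active means inhibition above a per-plate cutoff of the control wells' mean inhibition plus 3 SD, cut at about 5.5% in these data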;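 further: 0% = DMSO wells median and 100% = median of wells with control inhibitor compound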
#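 Dosing: 11.9 µM single point; system: parasite MetRS enzyme; technique: luminescence of leftover ATP; times: 15 min enzyme-compound preincubation, 2 h reaction, 10 min detection, 25 °C; replicates: each compound tested once; read-out basis: percent inhibition relative to median high and low control wells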
# NRP1-CendR mod – modulators of CendR peptide binding to NRP-1, primary screen, biochemical, fluorescence polarization, uHTS. Neuropilin-1 (Homo sapiens), O14786. FAM-RPARPAR peptide binding to NRP-1. inhibition, % at 25 µM. 360,000 compounds, 0.85% hits;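 active means inhibition or corrected inhibition above about 18%, plus a signal ratio from 0.5 to 1.5, limit read from the data, passing the limit was not always enough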; further: strong numbers were not always called active
# MsrA inhibitor – bovine MsrA enzyme inhibitors, primary screen, biochemical, absorbance, HTS; Methionine sulfoxide reductase A (Bos taurus); purified bovine MsrA, absorbance read-out; inhibition, % at 15.5 µM; 360,000 compounds, 0.75% hits; AID 651718, 2012; in the data active means inhibition above about 4.5%;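 further: 0% = vehicle wells with enzyme and 100% = reference inhibitor wells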
# SKN-1 inh – suppressors of acrylamide-induced Pgst-4::GFP reporter in worms, primary screen, SKN-1 inhibitor project, whole organism, uHTS, GFP/RFP fluorescence ratio, strain VP596. inhibition, % at 21.8 µM. 360,000 compounds, 0.49% hits. C. elegans VP596 Pgst-4::GFP/RFP ratio, 24 h;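 active means interference check ratio from 0.5 to 1.5 plus GFP to RFP signal ratio inhibition reaching or exceeding a fixed threshold, cut at about 30% in these data, passing the limit was not always enough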; further: some compounds called inactive have numbers as strong as hits
# Numbers without * were called inactive; . = no result given.
# Sequence of screens – E coli Lon inh	PABP1 MLLE inh	FAS-TE inh	bovine MsrA act	MT1-MMP act inh	Tb MetRS inh	NRP1-CendR mod	MsrA inhibitor	SKN-1 inh
> COc1ccc(-n2c(C)cc(/C=C3\SC(=S)NC3=O)c2C)cc1
    -44	-57	1	-6	-21	-0.7	-73	-1.1	16
> Cn1nc(-c2ccc(N3CCOCC3)c(NS(=O)(=O)c3ccccc3)c2)c2ccccc2c1=O
    -7	-5	11	-1	6	0.0	-2	1.2	19
> COc1ccc(-n2c3c(cc(C(=O)Nc4ccc(C)cc4)c2=O)C(=O)CCC3)cc1
    3	16	1	-12	-1	-1.7	-4	-0.5	16
> CN1CCN(NC(=O)c2ccc(Br)s2)CC1
    -4	3	-3	-3	0	0.3	-4	0.3	-2
> COc1ccc(C(CNC(=O)CCNS(=O)(=O)c2ccccc2C(F)(F)F)N2CCOCC2)cc1 (centres undefined)
    5	1	-6	-1	0	-0.3	-15	-1.6	24
> CC(=O)c1sc(NC(=O)c2cc(=O)c3ccccc3o2)nc1C
    -2	-5	-3	-1	2	-0.1	4	1.1	-3
> Cc1ccccc1NC(=O)OCc1ccccc1
    2	-8	-1	-5	-3	-1.0	12	1.0	3
> Cc1ccc(-c2nnc(SCC(=O)NC3CC3)o2)cc1
    -1	5	-2	-6	-2	-1.0	9	-0.8	-2
> Cc1ccccc1COc1cccn2c(N(C)C(=O)CCC3CCCC3)c(C)nc12
    4	11	20	-2	-10	-0.3	13	1.0	11
> O=C(c1ccccc1)c1c[nH]c(C(=O)NNc2ccccc2)c1
    2	20	0	-7	-3	0.1	2	0.6	-10
> CCOC(=O)N1CCN(c2cc(C)nc3nc(C)nn23)CC1
    1	-17	-4	-3	1	-0.5	-8	0.3	14
> OCC1(Cc2ccccc2)CCCN(Cc2ccc(-c3ccco3)cc2)C1 (centres undefined)
    -44	-26	9	-1	-10	0.3	-22	0.6	-7
> Cc1ccc(NC(=O)c2nc[nH]c2C(=O)N2CCN(C(=O)OC(C)(C)C)CC2)cc1
    10	-4	2	-1	0	-0.1	14	0.3	17
> O=C(Nc1ccncc1)Nc1cccc(C(F)(F)F)c1
    6	-14	-6	-4	-8	0.7	8	-0.5	-9
> O=C(Nc1ccccc1Cl)c1ccc([N+](=O)[O-])o1
    -5	-9	-2	5	2	0.2	3	0.1	2
> CC1CC(C)CN(CCCNC(=O)c2ccc(CS(=O)(=O)Cc3ccccc3F)o2)C1 (centres undefined)
    -9	2	-6	-4	3	-0.6	-3	0.8	-6
> Cc1cccc(-c2ccc3[nH]c4c(c3c2)CCN2C[C@H]3[C@H](C)ON(C)[C@H]3C[C@@H]42)c1
    -1	6	2	-7	-9	-2.3	-10	0.4	13
> CC(C)c1ccc(NC(=O)COc2nnc(-c3cccs3)c(-c3cccs3)n2)cc1
    -4	-12	12	0	7	0.0	-3	0.0	21
> N#CC1(NC(=O)COC(=O)c2ccc(Cl)nc2)CCCCC1
    -22	-15	-4	-2	-6	-0.3	1	-1.9	-15
> O=C(Cn1c(=O)n(CCC(=O)N2CCCCC2)c(=O)c2sccc21)NCc1ccccc1
    -1	-12	-7	-1	-5	0.2	8	-0.6	9
> CC(=O)Nc1cccc(C(=O)N(CCc2ccccc2)Cc2ccccc2)c1
    3	-1	-2	-7	-3	-0.5	1	-1.3	10
> O=C(N/N=C/c1ccc[nH]1)c1ccc2c(c1)OCO2
    -11	8	-3	-3	1	-0.6	11	5.1*	-7
> CCc1ccc(S(=O)(=O)N2c3ccc(C)cc3C3CN(C)CCC32)cc1 (centres undefined)
    -12	-8	-3	-4	1	-0.1	7	-0.1	7
> COc1cc(C(=O)c2ccccc2)c([N+](=O)[O-])cc1OC
    -1	-6	4	-4	-2	0.1	-4	0.5	13
> COc1ccc(NC(=O)CC2Oc3ccc(C)cc3NC2=O)cc1 (centres undefined)
    -9	22	-7	-2	-1	0.2	-5	1.1	5
> COc1ccc(/C=C/c2nc(S(=O)(=O)c3ccccc3)c(NCCCN(C)C)o2)cc1OC
    -1	2	-6	-4	2	-0.2	-6	4.3	11
> CC(NC(=O)NC(=O)c1ccc(Cl)cc1)c1ccccc1 (centres undefined)
    9	8	-1	-7	5	-0.7	5	-0.8	13
> CCC(C(=O)N1CCN(c2ccccc2OC)CC1)c1ccccc1 (centres undefined)
    3	13	-5	-6	-5	-1.0	-1	-0.3	0
> CCOC(=O)C1CCCN(S(=O)(=O)c2cccc3cccnc23)C1 (centres undefined)
    7	1	-3	-1	11	-0.1	13	-0.1	-1
> CCOc1ccc(C(C(=O)NCC2CCCO2)N(C(=O)c2snc(C(N)=O)c2N)c2cccc(F)c2)cc1 (centres undefined)
    -17	-5	6	-3	-2	-0.1	15	0.9	-2
> COc1cc(C(=O)N2CCN(C(=O)C3CC3)CC2)cc(OC)c1OC
    -2	-3	-4	-6	-2	-0.2	10	-0.8	-28
> COc1ccccc1NC(=O)C(=O)N1N=C(C(C)C)CC1(O)C(F)(F)F (centres undefined)
    -15	1	-3	-8	4	-0.2	18	0.2	7
> N#Cc1ccc[n+](CC(=O)c2ccc(Cl)cc2)c1
    -2	-1	-1	-8	-22	0.7	-26	0.2	-17
> Cc1cccc2c1NC(=O)C2=O
    -8	8	-5	-12	-3	0.1	-32	0.8	-14
> O=C(CSc1nc2ccccc2c(=O)n1NC(=O)Cc1ccccc1)NCCc1ccccc1
    1	-2	-1	-3	-1	-0.5	2	-0.2	-2
> Cc1cc(C(=O)COC(=O)C2=NNC(=O)CC2)c(C)n1CCc1ccccc1
    -2	4	-3	-2	-2	-0.9	-2	-0.1	-6
> CC1=C(C(N)=O)C(c2cccnc2)n2nc(-c3cccc(C)c3)nc2N1 (centres undefined)
    -1	-4	-1	-1	4	-0.2	4	-0.5	23
> CC(=O)c1ccc(C(=O)NC2CCCN(Cc3ccc(Cl)cc3)C2)s1 (centres undefined)
    -6	2	2	-2	-4	-0.3	0	0.7	16
> O=C1c2ccccc2C(c2nnnn2Cc2ccccc2)N1CCCn1ccnc1 (centres undefined)
    3	.	-9	-3	2	-0.4	16	-0.1	-8
> COc1ccc(CCNC(=O)C(=O)NCC2CCCN2S(=O)(=O)c2cccs2)cc1 (centres undefined)
    -4	6	0	-9	-3	-0.3	0	0.5	9

# Printed as active in MsrA inhibitor, of those listed so far:
mol | E coli Lon inh | PABP1 MLLE inh | bovine MsrA act | MT1-MMP act inh | Tb MetRS inh | NRP1-CendR mod | MsrA inhibitor | SKN-1 inh
O=C(N/N=C/c1ccc[nH]1)c1ccc2c(c1)OCO2 | -11 | 8 | -3 | 1 | -0.6 | 11 | 5.1* | -7

# (listing goes on)
# Sequence of screens – E coli Lon inh	PABP1 MLLE inh	FAS-TE inh	bovine MsrA act	MT1-MMP act inh	Tb MetRS inh	NRP1-CendR mod	MsrA inhibitor	SKN-1 inh
> CCOc1cc(/C=C/C(=O)OCC(=O)NCC2CCCO2)cc(Cl)c1OC (centres undefined)
    -6	4	-5	-8	-3	-0.3	1	-0.4	-8
> COc1cc(C)c(S(=O)(=O)Nc2ccccc2F)cc1C
    -1	-10	7	0	1	-0.6	-9	-0.7	-3
> Cc1ccccc1NC(=O)CCN1C(=O)CSC1=O
    -1	-1	-5	-2	2	1.3	-5	-1.4	-16
> COc1ccc(C2C3=C(CC(C)(C)CC3=O)N(CCN3CCOCC3)C3=C2C(=O)CC(C)(C)C3)cc1
    -10	-4	-9	-6	-2	0.0	-7	1.6	-1
> O=c1ccn(Cc2ccccc2)cc1
    -11	8	-12	-2	2	0.3	15	-0.4	2
> Cc1nnc2sc(SCC(=O)Nc3cccc(Cl)c3)nn2c1=O
    2	13	-6	-1	3	-0.1	-2	0.4	-9
> CCCOc1ccc(-c2c(C(=O)N/N=C(\C)c3ccncc3)nnn2-c2nonc2N)cc1
    2	-9	-1	-6	-4	-0.9	5	1.2	10
> CC1(C(=O)Nc2cccc(Oc3ccccc3)c2)Cc2c(-c3ccc4c(c3)OCO4)ccnc2O1 (centres undefined)
    5	-7	16	-3	9	0.5	-4	1.7	16
> Cc1nnc(SCC(=O)N2CCN(c3ccccc3)CC2)n(N)c1=O
    -4	5	-3	-5	-2	-0.6	2	0.7	2
> OCCNc1nc(N2CCN(c3ccccc3)CC2)nc2ccccc12
    -1	1	0	-2	7	-0.2	16	-0.1	-6
> O=C(CSc1n[nH]c(-c2ccccc2)n1)c1ccccc1
    4	-11	-2	2	2	0.0	-12	-0.6	18
> Cc1ccc(C)c(OCCC(=O)OCC(=O)Nc2ccc(N3CCOCC3)cc2)c1
    -11	-11	-1	-2	-1	-0.3	11	0.2	5
> O=C(CN(c1cc(C(F)(F)F)ccc1Cl)S(=O)(=O)c1ccccc1)NCc1cccnc1
    -2	-4	0	-2	-2	-0.2	-10	-0.7	20
> CC(C)C(C(=O)NCc1ccco1)N(CC1CCCO1)C(=O)CNS(=O)(=O)c1ccccc1 (centres undefined)
    3	9	-2	-1	-1	0.5	0	-1.5	-2
> O=C(CN1CCCCCC1)N1c2ccccc2C=Cc2ccccc21
    -1	-2	-6	-3	0	-0.6	-11	0.5	-7
> CCn1c(SCC(=O)Nc2ccc(N(C)C)cc2)nnc1C1CC1
    -6	-2	0	-1	1	-0.2	3	0.9	7
> CCOC(=O)[C@@H]1[C@H]2COc3ccc(Br)cc3[C@@H]2N2C(=O)N(c3ccc(OC)cc3)C(=O)[C@@]12C
    -10	3	22	-3	4	-0.3	10	0.3	12
> CCN(CC)CCOC(=O)c1ccc(N=CC2=C(O)CC(C)(C)CC2=O)cc1
    -4	0	-5	-5	0	-0.7	-16	3.2	3
> CC1(C)c2[nH]c3ccccc3c2C[C@@H]2C(=O)N(Cc3ccccc3Cl)C(=O)N21
    0	2	22	-3	7	-0.2	4	0.0	9
> O=c1c2ccccc2nc(-c2ccccc2)n1CCCN1CCOCC1
    -4	1	-8	-12	-2	-0.8	3	0.1	-26
> COc1cc(C(O)c2nc3ccccc3s2)cc(OC)c1OC (centres undefined)
    -2	21	-4	-3	7	-1.2	10	0.4	12
> CCN(CC)S(=O)(=O)c1ccc(N2CCN(C)CC2)c(NC(=O)Nc2ccccc2F)c1
    2	11	3	-9	1	-0.5	4	1.2	-14
> CC(c1nnc(SCC(=O)N2CC(=O)Nc3ccccc32)n1Cc1ccccc1)N(C)C (centres undefined)
    -9	5	-7	-4	7	-1.2	-11	1.9	14

# Quoted from the listing.
# In MT1-MMP act inh, CCn1c(SCC(=O)Nc2ccc(N(C)C)cc2)nnc1C1CC1 is listed with 1
# In Tb MetRS inh, OCCNc1nc(N2CCN(c3ccccc3)CC2)nc2ccccc12 is listed with -0.2
